Bioassay records: PubChem BioAssay, several laboratories
Anthrax LF inh2 – inhibitors of Bacillus anthracis lethal factor protease. multiplex microsphere protease cleavage assay, LF. 360,000 compounds, 0.12% hits. inhibition, % at 10 µM; further: plate controls were buffer without enzyme for full effect and enzyme alone for no effect
Target sequence (P15917 whole entry, looked up): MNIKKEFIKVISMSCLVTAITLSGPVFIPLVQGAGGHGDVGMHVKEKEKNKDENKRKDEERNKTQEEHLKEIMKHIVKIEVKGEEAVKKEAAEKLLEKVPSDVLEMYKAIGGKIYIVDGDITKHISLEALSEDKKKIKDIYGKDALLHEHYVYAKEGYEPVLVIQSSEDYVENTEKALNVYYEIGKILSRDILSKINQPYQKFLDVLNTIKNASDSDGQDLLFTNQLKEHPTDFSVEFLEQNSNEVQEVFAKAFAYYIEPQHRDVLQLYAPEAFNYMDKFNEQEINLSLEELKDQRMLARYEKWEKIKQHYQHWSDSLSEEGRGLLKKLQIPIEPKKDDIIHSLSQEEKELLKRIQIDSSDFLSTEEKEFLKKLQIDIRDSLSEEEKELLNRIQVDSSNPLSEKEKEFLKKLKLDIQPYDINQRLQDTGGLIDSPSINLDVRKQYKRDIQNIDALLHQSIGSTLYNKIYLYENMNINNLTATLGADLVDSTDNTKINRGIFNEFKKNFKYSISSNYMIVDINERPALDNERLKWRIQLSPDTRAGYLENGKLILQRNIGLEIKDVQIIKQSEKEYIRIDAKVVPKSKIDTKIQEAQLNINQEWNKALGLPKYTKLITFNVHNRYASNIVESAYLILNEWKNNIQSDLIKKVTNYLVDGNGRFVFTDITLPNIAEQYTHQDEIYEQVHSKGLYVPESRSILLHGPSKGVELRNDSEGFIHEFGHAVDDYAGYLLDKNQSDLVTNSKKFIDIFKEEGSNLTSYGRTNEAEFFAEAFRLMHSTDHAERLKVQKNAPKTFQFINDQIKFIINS
TcdB inh – inhibitors of Clostridioides difficile toxin B glycohydrolase. TcdB glycohydrolase enzymatic assay, plate reader. inhibition, % at 9.99 µM. P18177. 350,000 compounds, 0.24% hits; in the data active means inhibition above about 10%
SARS 3CLpro inh – SARS-CoV 3CLpro protease inhibition; recombinant SARS-CoV 3CLpro, quenched FRET peptide cleavage; inhibition, % at 6 µM; 290,000 compounds, 0.14% hits; in the data active means inhibition above about 12%
BoNT A protease – blocks Botulinum neurotoxin A light chain protease; multiplex microsphere protease substrate cleavage, flow cytometry; inhibition, % at 10 µM; 360,000 compounds, 0.17% hits; AID 588499; further: plate controls were buffer without enzyme for full effect and enzyme alone for no effect
CCHFV vOTU inh – blocks the CCHF virus ovarian tumor domain protease; inhibition, % at 11.5 µM; CCHFV vOTU protease, Pep-AMC fluorescence; 370,000 compounds, 0.55% hits; in the data active means inhibition above about 30%; further: 0% = vehicle wells with enzyme and 100% = no enzyme wells
PfHsp40 rescue – compounds rescuing yeast from Plasmodium falciparum HSP40 toxicity | 340,000 compounds, 0.68% hits | S. cerevisiae expressing PfHsp40, growth rescue, ATP luminescence | growth rescue, % at 12.5 µM; in the data active means growth rescue above about 28%, passing the limit was not always enough;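 further: yeast W303a lacking pdr1 and pdr3 grown in galactose medium; growth measured after three days at 30 °C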
Y pestis TopoI – blocks Yersinia pestis topoisomerase I activity | 360,000 compounds, 0.064% hits | AID 504884 | activity, % at 10 µM | Y. pestis Topo-I cleavage product accumulation, plate reader; in the data active means activity above about 50%, passing the limit was not always enough; further: inactives centre near 2
SSB-PriA inh – blocks PriA binding to SSB C-terminal tail; inhibition, % at 33 µM; AlphaScreen SSBct-PriA binding, biotinylated peptide; AID 1272365; 430,000 compounds, 0.6% hits; in the data active means inhibition mostly above about 37%, no sharp cut-off; inactive means mostly below about 20%;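 further: plate controls were negative control peptide for no effect and reference peptide for full effect; strong numbers were not always called active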
Vc quorum ag – induces V. cholerae light production without autoinducers; V. cholerae BH1578 lux reporter, luminescence, 6 h; activation, % at 18.7 µM; 350,000 compounds, 0.16% hits; AID 588436; in the data active means activation mostly above about 9.7%, no sharp cut-off; further: not every result past the cut was called active; inactives centre near 0; reference of the scale not given here
VHR inh abs – blocks human VHR1 dual specificity phosphatase; P51452; recombinant VHR phosphatase, pNPP absorbance; inhibition, % at 13.3 µM; 290,000 compounds, 0.52% hits; in the data active means inhibition above about 50%; further: some compounds called inactive have numbers as strong as hits
Target sequence (P51452 whole entry, looked up): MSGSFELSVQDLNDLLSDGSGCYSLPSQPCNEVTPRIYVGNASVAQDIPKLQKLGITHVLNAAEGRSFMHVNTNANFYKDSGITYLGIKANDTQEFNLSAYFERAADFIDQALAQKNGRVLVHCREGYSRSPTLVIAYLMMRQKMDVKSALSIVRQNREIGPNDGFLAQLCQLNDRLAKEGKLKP
* marks the source's active call; other numbers are inactive results. Unless noted, no stated cut-off is given here; in the data, active means inhibition above about 30%; inconclusive means no clear call, values can overlap the other calls; inactive means below that. An excerpt; the hit share may differ from the screen's.

COc1ccc(NC(=O)Oc2cc(C)ccc2C(C)C)cc1 was read as Anthrax LF inh2 0, TcdB inh 2.1, SARS 3CLpro inh 2, BoNT A protease -0.3, CCHFV vOTU inh 0, PfHsp40 rescue 1.3, Y pestis TopoI 9, SSB-PriA inh -9, Vc quorum ag -0.4 and VHR inh abs 28.
For COc1cccc(CSC(C(=O)O)c2ccccc2)c1 (stereo unspecified) the results were Anthrax LF inh2 -4, TcdB inh 4.0, BoNT A protease -0.6, CCHFV vOTU inh 0, Y pestis TopoI 8 and Vc quorum ag inactive.
Screening COc1ccc(-c2nn(-c3ccccc3)cc2CNCc2cccnc2)c(F)c1 returned Anthrax LF inh2 -5, TcdB inh 4.1, SARS 3CLpro inh -2, BoNT A protease 0.7, CCHFV vOTU inh -4, PfHsp40 rescue -0.3, Y pestis TopoI -3, SSB-PriA inh 13, Vc quorum ag 1.1 and VHR inh abs 25.
For O=c1c2ccccc2[nH]c(=S)n1CCCn1ccnc1 the results were Anthrax LF inh2 -2, TcdB inh 9.8, SARS 3CLpro inh -6, BoNT A protease -0.3, CCHFV vOTU inh 1, PfHsp40 rescue 0.2, Y pestis TopoI -2, SSB-PriA inh -6, Vc quorum ag -0.5 and VHR inh abs 38.
`CCOc1ccc(NC(=O)CN2CCc3ccccc3C2)cc1` gave Anthrax LF inh2 1, TcdB inh 0.1, SARS 3CLpro inh -1, BoNT A protease 3.4, CCHFV vOTU inh 4, PfHsp40 rescue -1.2, Y pestis TopoI 0, SSB-PriA inh -1, Vc quorum ag 3.8 and VHR inh abs 16.
Screening CC(=O)NC(CC(=O)OCC(=O)Nc1ccc2c(c1)OCO2)c1ccccc1 (stereo unspecified) returned Anthrax LF inh2 -14, TcdB inh -0.6, SARS 3CLpro inh 1, BoNT A protease -1.1, CCHFV vOTU inh 4, PfHsp40 rescue 0.4, Y pestis TopoI -3, SSB-PriA inh -3, Vc quorum ag -7.8 and VHR inh abs 5.
Screening Cc1cccc(C(=O)NCCNC(=O)c2cccnc2)c1 returned Anthrax LF inh2 3, TcdB inh 0.0, SARS 3CLpro inh -5, BoNT A protease -0.8, CCHFV vOTU inh -9, PfHsp40 rescue 0.0, Y pestis TopoI -8, SSB-PriA inh 1, Vc quorum ag -2.8 and VHR inh abs 36.
CCOC(=O)/C=C/C(=O)OCc1csc(CC(=O)Nc2ccccc2C)n1 was read as Anthrax LF inh2 -3, TcdB inh 0.4, SARS 3CLpro inh 5, BoNT A protease -0.3, CCHFV vOTU inh 10, PfHsp40 rescue -0.5, Y pestis TopoI 10, SSB-PriA inh -6, Vc quorum ag 3.6 and VHR inh abs 5.
Screening Cn1c(=O)c2c(nc(Oc3cccc(Br)c3)n2C)n(C)c1=O returned Anthrax LF inh2 -2, TcdB inh 0.1, SARS 3CLpro inh -4, BoNT A protease 0.3, CCHFV vOTU inh 1, PfHsp40 rescue 4.1, Y pestis TopoI 9, SSB-PriA inh 7, Vc quorum ag -0.6 and VHR inh abs 11.
`CC(C)N1CCC(C)(C(=O)Nc2cccc3c2CCCC3)C1` (stereo unspecified) gave Anthrax LF inh2 2, TcdB inh -0.2, BoNT A protease 0.4, CCHFV vOTU inh 8, Y pestis TopoI -2 and Vc quorum ag -3.3.

A draw from above in order of heavy-atom count, high to low:
Screening COc1ccc(-c2nn(-c3ccccc3)cc2CNCc2cccnc2)c(F)c1 returned Anthrax LF inh2 -5, TcdB inh 4.1, SARS 3CLpro inh -2, BoNT A protease 0.7, CCHFV vOTU inh -4, PfHsp40 rescue -0.3, Y pestis TopoI -3, SSB-PriA inh 13, Vc quorum ag 1.1 and VHR inh abs 25.
`CC(C)N1CCC(C)(C(=O)Nc2cccc3c2CCCC3)C1` (stereo unspecified) gave Anthrax LF inh2 2, TcdB inh -0.2, BoNT A protease 0.4, CCHFV vOTU inh 8, Y pestis TopoI -2 and Vc quorum ag -3.3.
For O=c1c2ccccc2[nH]c(=S)n1CCCn1ccnc1 the results were Anthrax LF inh2 -2, TcdB inh 9.8, SARS 3CLpro inh -6, BoNT A protease -0.3, CCHFV vOTU inh 1, PfHsp40 rescue 0.2, Y pestis TopoI -2, SSB-PriA inh -6, Vc quorum ag -0.5 and VHR inh abs 38.

Going on with the list.
`CCOC(=O)c1ccc(NC(=O)CSc2ccc(-c3ccncc3)nn2)cc1` gave Anthrax LF inh2 4, TcdB inh -0.7, SARS 3CLpro inh -1, BoNT A protease 1.4, CCHFV vOTU inh 2, PfHsp40 rescue 0.9, Y pestis TopoI 3, SSB-PriA inh -2, Vc quorum ag inactive and VHR inh abs 15.
For COc1ccc2c(c1OC)C(=O)N1c3ccccc3C(=O)N(c3ccc(F)cc3)C21 (stereo unspecified) the results were Anthrax LF inh2 0, SARS 3CLpro inh -3, BoNT A protease 0.2, CCHFV vOTU inh 1, PfHsp40 rescue 0.2, Y pestis TopoI 6, SSB-PriA inh 2, Vc quorum ag inactive and VHR inh abs 13.
For COc1ccc(-c2cc(C(=O)Nc3cc(OC)c(OC)c(OC)c3)[nH]n2)c(C)c1 the results were Anthrax LF inh2 -5, TcdB inh -0.2, BoNT A protease 0.9, CCHFV vOTU inh 5, Y pestis TopoI 2 and Vc quorum ag -0.1.
Screening Cc1cc(F)ccc1S(=O)(=O)N1CCCOC1CNC(=O)C(=O)NCCC1=CCCCC1 (stereo unspecified) returned Anthrax LF inh2 1, TcdB inh 0.6, SARS 3CLpro inh -4, BoNT A protease 0.6, CCHFV vOTU inh -2, PfHsp40 rescue -1.3, Y pestis TopoI -3, SSB-PriA inh 2, Vc quorum ag 6.8 and VHR inh abs -5.
`COc1ccc(OC)c(NC(=O)CCN2CCN(CCO)CC2)c1` gave Anthrax LF inh2 1, TcdB inh -3.2, SARS 3CLpro inh 6, BoNT A protease -0.8, CCHFV vOTU inh 15, PfHsp40 rescue -0.3, Y pestis TopoI 4, SSB-PriA inh 1, Vc quorum ag -0.4 and VHR inh abs 6.
`CCOc1ccccc1CN1CCNC(=O)C1CC(=O)NCCC1=CCCCC1` (stereo unspecified) gave Anthrax LF inh2 -2, TcdB inh 2.6, SARS 3CLpro inh 2, BoNT A protease -2.1, CCHFV vOTU inh 6, PfHsp40 rescue -1.6, Y pestis TopoI 27, SSB-PriA inh -9, Vc quorum ag inactive and VHR inh abs 19.
For CCOC(=O)C1CCCN(C(=O)CCCOc2cc(=O)n(C)c3ccccc23)C1 (stereo unspecified) the results were Anthrax LF inh2 -3, SARS 3CLpro inh -1, BoNT A protease 1.8, CCHFV vOTU inh -3, PfHsp40 rescue -0.8, Y pestis TopoI 21, SSB-PriA inh -7 and VHR inh abs 7.
For CCSc1nnc(NC(=O)C(C)Sc2nc3ccccc3[nH]2)s1 (stereo unspecified) the results were Anthrax LF inh2 -1, SARS 3CLpro inh -2, BoNT A protease -0.1, CCHFV vOTU inh 6, PfHsp40 rescue 1.1, Y pestis TopoI -1, SSB-PriA inh 6, Vc quorum ag -0.3 and VHR inh abs -12.
For O=C(CSc1nnc(NC(=O)c2ccco2)s1)Nc1ccc2c(c1)OCCO2 the results were Anthrax LF inh2 -3, TcdB inh 1.3, SARS 3CLpro inh -3, BoNT A protease -0.4, CCHFV vOTU inh 17, PfHsp40 rescue 0.4, Y pestis TopoI -11, SSB-PriA inh -13, Vc quorum ag -0.2 and VHR inh abs 22.
Cc1ccc(-n2ccn(CC(=O)NCCc3ccccc3)c(=O)c2=O)cc1C was read as Anthrax LF inh2 -2, TcdB inh -7.8, SARS 3CLpro inh 6, BoNT A protease -2.3, CCHFV vOTU inh 10, PfHsp40 rescue -0.9, Y pestis TopoI 0, SSB-PriA inh -8, Vc quorum ag inactive and VHR inh abs 18.
For COC(=O)c1cc(NC(=O)c2cccc(C(F)(F)F)c2)c(=O)oc1C the results were Anthrax LF inh2 -4, TcdB inh -1.0, SARS 3CLpro inh 0, BoNT A protease -2.3, CCHFV vOTU inh 9, PfHsp40 rescue 0.4, Y pestis TopoI 5, SSB-PriA inh -2, Vc quorum ag -0.2 and VHR inh abs 13.
For CCOC(=O)N1CCN(c2ccc(S(=O)(=O)N(Cc3ccccc3)Cc3ccccc3)cn2)CC1 the results were Anthrax LF inh2 -3, SARS 3CLpro inh 0, BoNT A protease -0.1, CCHFV vOTU inh 2, PfHsp40 rescue -2.1, Y pestis TopoI 17, SSB-PriA inh -10, Vc quorum ag inactive and VHR inh abs 10.
Screening CCOc1ccc(N2CC(=O)SC2=S)cc1 returned Anthrax LF inh2 7, TcdB inh 1.1, SARS 3CLpro inh -5, BoNT A protease 8.5, CCHFV vOTU inh 0, PfHsp40 rescue -1.6, Y pestis TopoI 5, SSB-PriA inh -9, Vc quorum ag -3.2 and VHR inh abs 17.
Screening COc1ccc([N+](=O)[O-])cc1-n1cccc1 returned Anthrax LF inh2 0, TcdB inh 0.0, SARS 3CLpro inh 1, BoNT A protease -1.4, CCHFV vOTU inh 2, PfHsp40 rescue -0.8, Y pestis TopoI 0, SSB-PriA inh -5, Vc quorum ag -0.2 and VHR inh abs -12.
`Cc1ccc(-n2nnnc2Sc2nc([N+](=O)[O-])nn2C)cc1` gave Anthrax LF inh2 0, TcdB inh 0.4, SARS 3CLpro inh 2, BoNT A protease 0.1, CCHFV vOTU inh -4, PfHsp40 rescue -1.8, Y pestis TopoI 5, SSB-PriA inh -11, Vc quorum ag 1.0 and VHR inh abs 18.
CCOC(=O)C1(C(=O)OCC)CCN(S(=O)(=O)c2ccccc2)CC1 was read as Anthrax LF inh2 -4, TcdB inh 0.8, BoNT A protease -0.3, CCHFV vOTU inh -11, PfHsp40 rescue -0.1, Y pestis TopoI 1, SSB-PriA inh -7 and Vc quorum ag 8.4.
`O=c1[nH]c(=O)n(Cc2ccc(F)cc2)c(O)c1C=NCC1CCCO1` (stereo unspecified) gave Anthrax LF inh2 0, SARS 3CLpro inh -4, BoNT A protease -1.7, CCHFV vOTU inh 7, PfHsp40 rescue -0.5, Y pestis TopoI -1, SSB-PriA inh -7, Vc quorum ag inactive and VHR inh abs -2.
Screening C=CCN1C(=O)c2ccccc2NC1c1cc(Br)cs1 (stereo unspecified) returned Anthrax LF inh2 -1, TcdB inh 1.1, SARS 3CLpro inh 1, BoNT A protease -0.4, CCHFV vOTU inh -43, PfHsp40 rescue 0.0, Y pestis TopoI 0, SSB-PriA inh -5, Vc quorum ag -0.7 and VHR inh abs 26.
Cc1cccn2c(=O)c3cc(C(=O)NCCC4=CCCCC4)n(C)c3nc12 was read as Anthrax LF inh2 2, TcdB inh 1.2, SARS 3CLpro inh 8, BoNT A protease 1.3, CCHFV vOTU inh 3, PfHsp40 rescue 1.6, Y pestis TopoI 8, SSB-PriA inh -10, Vc quorum ag -0.5 and VHR inh abs -5.
For CN(C)c1nc(C#N)nc(N2CCOCC2)n1 the results were Anthrax LF inh2 -2, SARS 3CLpro inh -5, BoNT A protease -0.2, CCHFV vOTU inh 5, PfHsp40 rescue -0.1, Y pestis TopoI 1, SSB-PriA inh -23, Vc quorum ag -3.4 and VHR inh abs 23.
For CCC1(C2=CCCCC2)C(=O)NC(=O)N=C1N (stereo unspecified) the results were Anthrax LF inh2 -1, TcdB inh 0.8, BoNT A protease -0.4, CCHFV vOTU inh -10, PfHsp40 rescue -0.5, Y pestis TopoI 2 and Vc quorum ag -7.1.
